UbGFP stabilizer – ubiquitin-GFP accumulation via proteasome inhibition. Ubiquitin-GFP reporter cells, proteasome inhibition, GFP fluorescence; response scale: untreated = 0%, 10 µM MG-132 = 100%. Potency, µM (series often up to 45.9 µM), for inactives: top-dose activation (GFP accumulation), hits mostly activators. 67,000 tested, under 10 active. AID 526; active means well fitted activation curve with a large enough effect, not every such curve was filed as active; inconclusive means small, poorly fitted or top-dose-only effect, or another doubt; inactive means no such curve, though single readings can be large or run the other way; further: potency means the concentration at half of the fitted maximal effect
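Proteasome blockade was scored as a rise in GFP-expressing U2OS cells carrying a ubiquitin(G76V)-GFP construct, imaged after 4 hr compound treatment at 37 °C across a 46 uM–2.9 nM series.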
BRCT inh green – BRCA1 BRCT-phosphoprotein interaction inhibition | P38398 | BRCA1 BRCT-phosphopeptide binding, green fluorescence polarization | Potency, µM (titrated, usually from 76.9 µM), for inactives: at the top dose activity change, negative = inhibition, usual class: inhibitors | 75,000 compounds, 0.05% hits;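 further: potency means the concentration at half of the fitted maximal effect; plate controls were peptide without protein for full effect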
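Compounds were incubated for 12 min at room temperature with a complex of 100 nM fluorescein-tagged pBACH1 decapeptide and 250 nM His-tagged BRCT protein. Buffer was phosphate pH 7.3 with EDTA, DTT and Tween 20. Disruption of binding lowers the polarization signal.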
15-hLO inh – blocks human 15-lipoxygenase activity. P16050. purified 15hLO-1, xylenol orange hydroperoxide absorbance. Potency, µM (top dose mostly 57.1 µM), for the others: top-dose activity change, negative = inhibition, actives largely listed as inhibitors. 74,000 compounds, 1.4% hits. AID 887; further: potency means the concentration at half of the fitted maximal effect; on the % scale 0 is the no-effect control and ±100 the full control effect; nearly all actives have a fitted effect of over 55% in size
Target sequence (P16050 whole entry, looked up): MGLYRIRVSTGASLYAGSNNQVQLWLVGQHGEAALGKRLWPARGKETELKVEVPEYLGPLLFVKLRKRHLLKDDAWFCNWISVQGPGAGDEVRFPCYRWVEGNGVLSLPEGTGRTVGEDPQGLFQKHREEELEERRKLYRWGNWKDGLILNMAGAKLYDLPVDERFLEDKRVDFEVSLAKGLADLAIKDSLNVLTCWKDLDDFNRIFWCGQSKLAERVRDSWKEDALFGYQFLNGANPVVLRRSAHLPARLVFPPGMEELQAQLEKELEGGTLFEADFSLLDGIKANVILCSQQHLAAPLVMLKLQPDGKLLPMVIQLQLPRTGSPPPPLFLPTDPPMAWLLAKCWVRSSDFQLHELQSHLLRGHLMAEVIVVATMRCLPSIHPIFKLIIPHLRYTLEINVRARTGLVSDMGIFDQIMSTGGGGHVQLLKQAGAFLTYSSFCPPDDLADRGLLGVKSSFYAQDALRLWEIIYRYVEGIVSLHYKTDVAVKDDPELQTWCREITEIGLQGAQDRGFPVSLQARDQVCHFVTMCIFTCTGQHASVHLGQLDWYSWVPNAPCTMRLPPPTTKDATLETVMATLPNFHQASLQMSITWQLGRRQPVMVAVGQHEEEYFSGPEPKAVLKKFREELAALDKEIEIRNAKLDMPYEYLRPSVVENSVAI
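Compounds were preincubated 15 min at room temperature with 40 nM purified human enzyme (25 mM Hepes pH 7.5, 0.01% Triton X-100); 50 uM arachidonic acid reacted 6 min. Fe-xylenol orange detection, 30 min, absorbance ratio 573/405 nm.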
CRE Fsk mod – alters forskolin-stimulated CRE reporter signaling in CHO cells | CHO CRE-bla reporter (cAMP response element driving beta-lactamase), forskolin EC10, beta-lactamase ratio | Potency, µM (highest dose often 38.2 µM), without a hit: top-dose activity change, negative = inhibition, usual class: activators | 71,000 compounds, 2.5% hits; active means well fitted activation curve with a large enough effect in the signal ratio, with a control signal flat, not every such curve was filed as active; inconclusive means small, poorly fitted or top-dose-only effect, or effect the other way, or a change in a side signal; the % refers to the signal ratio; further: potency means the concentration at half of the fitted maximal effect; % of control where 0% means no effect
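qHTS titration format; CRE-bla CHO reporter; stimulus EC10 NKH 477, a water-soluble forskolin. Read: CCF4 460/530 nm ratio. Potency expressed as AC50 for activators or inhibitors.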
BRCT inh red – BRCT-phosphoprotein interaction inhibition (red fluorophore); P38398; BRCT-phosphopeptide binding, red fluorescence polarization; Potency, µM (series often up to 76.9 µM), for inactives: at the top dose activity change, negative = inhibition, hits mostly inhibitors; 75,000 compounds, 0.03% hits; further: on the % scale 0 is the no-effect control and ±100 the full control effect
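Rhodamine-labelled pBACH1 10-mer (100 nM) bound to BRCT domain (100 nM) at pH 7.3; compounds incubated 12 min room temperature, polarization read. Free peptide defines full inhibition; unlabelled decapeptide titrated as control.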
Epigenetic mod – epigenetic GFP locus derepression in mouse cells; mouse C127i GFP locus derepression, cytometry, 30 h; Potency, µM (top dose mostly 46.1 µM), for the others: top-dose GFP derepression (activation); 68,000 compounds, 0.09% hits; further: % of control where 0% means no effect
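Murine C127i mammary cells carrying a silenced, stably integrated CMV-driven GFP reporter were treated with compound for 30 hours at 37 C. After PBS washes, GFP-positive cells were counted by laser-scanning microplate cytometry.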
HADH2 inh – blocks human hydroxyacyl-CoA dehydrogenase type II; Potency, µM (titrated, usually from 57.1 µM), for inactives: at the top dose activity change, negative = inhibition, most hits filed as inhibitors; AID 886; 73,000 compounds, 3.4% hits; Q99714; recombinant HADH2, NADH fluorescence, beta-hydroxybutyryl-CoA; further: potency means the concentration at half of the fitted maximal effect; on the % scale 0 is the no-effect control and ±100 the full control effect; nearly all actives have a fitted effect of over 60% in size; many of its hits are not listed in these tables
Target sequence (Q99714 whole entry, looked up, one chain of several): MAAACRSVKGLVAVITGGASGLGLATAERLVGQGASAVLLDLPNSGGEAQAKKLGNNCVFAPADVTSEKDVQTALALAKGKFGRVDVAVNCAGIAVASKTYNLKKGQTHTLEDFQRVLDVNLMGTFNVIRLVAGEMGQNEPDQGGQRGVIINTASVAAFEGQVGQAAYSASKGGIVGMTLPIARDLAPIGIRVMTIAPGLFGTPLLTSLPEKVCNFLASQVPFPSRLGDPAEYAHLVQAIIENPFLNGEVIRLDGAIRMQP
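His-tagged recombinant enzyme from E. coli, 20 nM, preincubated 15 min RT with compound; reaction started with 1 mM NAD+ and 90 uM beta-hydroxybutyryl-CoA in 100 mM Tris-HCl pH 9.0. NADH fluorescence (ex 360/em 450) read over 4 min; last-minus-first difference.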
USP2a inh – USP2a (human) protease inhibition. O75604. Potency, µM (highest dose often 38.3 µM), inactives show at the highest dose activity change, negative = inhibition, hits mostly inhibitors. USP2a enzymatic assay, qHTS inhibition. 60,000 compounds, 0.1% hits;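 further: potency means the concentration at half of the fitted maximal effect; nearly all actives have a fitted effect of over 60% in size; plate controls were DMSO for no effect and NEM full inhibition control for full effect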
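20 nM USP2 core + cpd, 30 min RT; add 20 nM Ub-PLA2/20 uM NBD C6-HPC; read Ex460/Em535 at 0 h and 2.5 h. Normalized to NEM; qHTS curve fit/classification.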
Hsp90 Hop PPI – changes Hsp90-Hop TPR2A binding signal, up or down | AlphaScreen TPR2A-His6 binding biotin-Hsp90 C-terminal peptide | Potency, µM (doses to about 57 µM), inactives show top-dose activity change, negative = inhibition | 71,000 compounds, 0.44% hits | AID 595; active means well fitted curve in either direction with a large enough effect; inconclusive means small, poorly fitted or top-dose-only effect, or another doubt; further: potency means the concentration at half of the fitted maximal effect; on the % scale 0 is the no-effect control and ±100 the full control effect; many of its hits are not listed in these tables
DNA Pol III inh – inhibitors of bacterial DNA polymerase III holoenzyme | reconstituted DNA polymerase III holoenzyme replication, biochemical | Potency, µM (highest dose often 57.1 µM), inactives show top-dose activity change, negative = inhibition | 71,000 compounds, 0.25% hits; further: potency means the concentration at half of the fitted maximal effect; on the % scale 0 is the no-effect control and ±100 the full control effect
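Reconstituted *E. coli* holoenzyme (0.35 nM Pol III, 1 nM beta, 154 nM SSB, 2 nM primase) was preincubated with compound for 15 min at RT. Synthesis on 1.4 nM ssM13Gori ran 35 min, then was stopped with PicoGreen/EDTA and read as dsDNA fluorescence.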
HBB splicing – modulators of hemoglobin beta chain splicing | 65,000 compounds, 0.06% hits | Potency, µM (highest dose often 46.1 µM), without a hit: top-dose activation, hits mostly activators | HBB splicing reporter cell assay, activation; EGFP reporter with mutant IVS2-654 intron; response scale: normalised to 500 nM splice-correcting PNA; further: potency means the concentration at half of the fitted maximal effect; 0% is about no effect
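Compounds were applied for 2 days to HeLa EGFP-654 cells, 500/well in Optimem with 2% FCS. The reporter's EGFP is disrupted by mis-splicing of beta-globin intron IVS2-654. Readout: summed well GFP fluorescence from 488 nm laser scanning; reference was 500 nM antisense […] 654 PNA.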
Numbers without * were called inactive; ? = inconclusive; nt = no result given; [ ] = another dose, or the depositor's remark. Unless noted, the call rests on the fitted dose curve; in most records, active means well fitted curve in the direction sought with a large enough effect; inconclusive means small, poorly fitted or top-dose-only effect, or another doubt; inactive means no such curve, though single readings can be large; an effect the other way counts as inactive or inconclusive. The list is partial, so the mix of outcomes need not match the whole.

SMILES	UbGFP stabilizer	BRCT inh green	15-hLO inh	CRE Fsk mod	BRCT inh red	Epigenetic mod	HADH2 inh	USP2a inh	Hsp90 Hop PPI	DNA Pol III inh	HBB splicing
CCOc1ccc(C(=O)CSc2nnc(N)s2)cc1	2%	2.4%	-2%	-4%	0.3%	0%	-28%	40%[activator]	-6%	2%	-3.3%
Cc1ccc(OCCCC(=O)Nc2ccc(S(=O)(=O)Nc3cc(C)on3)cc2)cc1	-2%	0.5%	-8%	-16%	-0.9%	-2%	?	38%[activator]	-2%	-3%	nt
COc1ccc(OC)c(NC2=NC3(CCCC3)N=C(N)N2)c1	-2%	0.9%	-4%	8%	-0.4%	-2%	8%	2%	-8%	2%	0.5%
CC(=O)Oc1ccc(-c2ccc(C(=O)O)cc2)cc1	1%	-0.5%	0%	-8%	-1.4%	5%	-6%	-3%	-1%	2%	3.9%
CO[C@H]1COC(=O)C/C=C\[C@H](C)[C@@H](OC)COC(=O)[C@H](Cc2ccccc2)NC(=O)C/C=C\[C@@H]1C	nt	0.3%[15.4 µM]	0%[11.4 µM]	nt	1.5%[15.4 µM]	nt	1%[11.4 µM]	nt	nt	nt	-2.1%[9.22 µM]
CCn1cc(Br)c(C(=O)Nc2cccc(SC)c2)n1	9%	0.9%	-1%	1%	-0.6%	0%	6%	1%	2%	-2%	-0.5%
CCOC(=O)N1CCC(NCCNC(=O)c2ccccc2)CC1	0%	-1.1%	5%	-1%	1.4%	0%	-4%	-4%	-2%	-3%	nt
COc1ccc(C2C(C(=O)N3CCOCC3)c3ccccc3C(=O)N2c2ccc(OC)cc2)cc1 (configuration not stated)	-12%	-1.1%	3%	2%	0.1%	3%	5%	20%	-6%	2%	-0.8%
Oc1c(CN2CCN(c3ccccn3)CC2)cc(Cl)c2cccnc12	-3%	-3.3%	-56%	?	1.5%	3.2µM*	-8%	31%[activator]	7.9µM*	-5%	-0.5%
CCOC(=O)c1c(C)c(C(=O)NCc2cccs2)c(C)n1CC	-4%	-0.9%	-8%	?	-0.9%	0%	4%	10%	1%	0%	-0.7%
COc1ccc(C2(C(=O)Nc3cc(C)on3)CCOCC2)cc1	0%	1.0%	3%	-3%	1.6%	9%	-4%	-7%	-4%	2%	3.6%
CN1CCN(c2ncc3nc(-c4cc(F)cc(F)c4)c(=O)n(Cc4cccs4)c3n2)CC1	-3%	-1.5%	2%	?	0.5%	8%[9.22 µM]	11%	209%[activator]	-5%	-13%	3.6%
COc1ccc(OC)c(NC2=NC3(CCCCC3)N=C(N)N2)c1	0%	-0.1%	-8%	-2%	-0.4%	-2%	6%	-4%	-3%	-5%	1.0%
COc1cc(-c2nc(S(=O)(=O)c3ccc(Cl)cc3)c(N3CCOCC3)o2)cc(OC)c1OC	12%	1.1%	0%	?	-1.4%	2%	-22%	46%[activator]	-14%	0%	-0.6%
COc1ccc2oc(=O)c(C(=O)N3CCN(c4ccccc4C)CC3)cc2c1	-4%	-2.3%	-3%	-11%	-0.5%	-2%	13%	22%	-1%	-4%	-1.1%
COc1cc(CN(C(=O)c2ccco2)c2ccc(C)cc2)ccc1O	0%	0.0%	-14%	1%	-2.4%	3%	-21%	6%	-2%	-2%	4.2%
O=C(Cn1c(=O)oc2ccccc21)N1CCN(c2ccccc2)CC1	6%	-0.3%	-3%	-13%	-0.4%	-1%	10%	4%	-5%	-1%	-2.6%
CCOC(=O)CSc1nnnn1-c1cccc2ccccc12	5%	-1.0%	-12%	-2%	-2.1%	2%	-7%	-8%	1%	-1%	-0.1%
Cc1ccc(C2CC(c3cccc(Br)c3)Nc3nnnn32)cc1 (configuration not stated)	0%	-0.4%	-8%	-15%	0.1%	1%	-11%	35%[activator]	-3%	1%	-0.7%
CS(=O)(=O)N(CC(=O)Nc1ccccc1C(=O)N1CCOCC1)c1ccc2c(c1)OCO2	-1%	2.3%	-11%	23%	-1.9%	-6%	7%	2%	-4%	-7%	-2.2%
Cc1ccc(-c2ccc(S(=O)(=O)N3CCN(C)CC3)cc2)cc1	5%	1.3%	-4%	7%	-1.3%	0%	4%	12%	-3%	-4%	0.5%
CCn1c(SCC(=O)Nc2nc(C)cs2)nnc1-c1cccnc1	-3%	-1.0%	28%	17%	-2.8%	0%	-1%	-1%	-1%	-6%	-2.3%
C=CCn1c(SCC(=O)Nc2ccc3c(c2)OCO3)nnc1-c1cc(Br)ccc1O	-8%	-0.7%	?	?	-1.4%	0%	-3%	41%[activator]	-7%	-1%	-0.6%
O=C(CC12CC3CC(C1)CC(CC(=O)NC1=NCCS1)(C3)C2)NC1=NCCS1	-3%	-1.1%	-6%	0%	1.9%	0%	?	2%	-1%	-3%	0.7%
O=C(Cn1[nH]c(=O)c2ccccc2c1=O)NC1CCN(Cc2ccccc2)CC1	-4%	-0.9%	-2%	-1%	0.5%	-1%	4%	12%	-2%	4%	-0.1%[57.5 µM]

An excerpt from above in order of the DNA Pol III inh value, highest first:
structure	DNA Pol III inh
CCOc1ccc(C(=O)CSc2nnc(N)s2)cc1	2%
CCOC(=O)CSc1nnnn1-c1cccc2ccccc12	-1%
CCn1c(SCC(=O)Nc2nc(C)cs2)nnc1-c1cccnc1	-6%

Remaining list, next part
SMILES	UbGFP stabilizer	BRCT inh green	15-hLO inh	CRE Fsk mod	BRCT inh red	Epigenetic mod	HADH2 inh	USP2a inh	Hsp90 Hop PPI	DNA Pol III inh	HBB splicing
Cn1c(C(=O)N2CCN(c3nc4ccccc4s3)CC2)cc2sccc21	2%	0.4%	-9%	6%	-1.1%	-2%	25%	26%	-1%	2%	-0.2%[57.5 µM]
Cc1nnc(SCC(=O)N2CCN(S(=O)(=O)c3ccc(Cl)cc3)CC2)[nH]c1=O	-3%	-1.1%	-9%	-3%	0.5%	0%	-5%	-5%	2%	-1%	0.1%[57.5 µM]
CCCC(NS(=O)(=O)c1ccc(OC)cc1)C(=O)O (configuration not stated)	-16%	0.0%	7%	2%	2.4%	2%	4%	-5%	-4%	0%	-2.1%
Cc1ccc(S(=O)(=O)NCCCNC(=O)N2CCOCC2)cc1	7%	-5.9%	2%	-2%	-0.2%	-4%	?	5%	-3%	-6%	-0.5%
Cc1occc1C(=O)Nc1cc(=O)n(C)c(=O)n1C	-8%	-2.7%	4%	?	0.1%	-6%	-8%	0%	-4%	-9%	2.7%
COc1cccc(-c2cc(C(=O)NCc3ccco3)no2)c1	-2%	-6.3%	2%	?	1.8%	-1%	9%	-4%	-2%	-2%	-1.1%
C=CCN1C(=Nc2cccnc2)SCC1(O)c1ccc(C)cc1 (configuration not stated)	6%	-1.1%	-13%	?	-0.4%	1%	-10%	-6%	?	3%	-1.0%
CN1CCN(c2nc3c(c(=O)[nH]c(=O)n3C)n2CCSc2ncccn2)CC1	nt	-1.0%	6%	11%	-0.4%	0%	1%	-3%	-1%	-3%	6.8%[0.369 µM]
O=C(O)c1ccc(NC(=O)C2CC=CCC2C(=O)O)cc1 (configuration not stated)	4%	0.0%	7%	2%	-1.0%	-1%	-7%	1%	-3%	-8%	-0.8%
CCOn1c(=O)c(=O)n(OCc2ccccc2)c2ccccc21	12%[9.17 µM]	-0.1%	-2%[11.4 µM]	?	-1.8%	-2%	7%[11.4 µM]	5%[7.66 µM]	-7%[11 µM]	-11%[11.4 µM]	0.9%[0.0738 µM]
COc1cccc(-c2nnc(SCC(=O)OC(C)C)n2Cc2ccco2)c1	nt	-2.8%	12%	?	0.7%	-2%	-3%	15%	-2%	15%	-2.5%[0.369 µM]
CCOC(=O)CNc1c(-c2ccc(F)cc2)nc2cnccn12	-18%	-5.6%	?	?	0.0%	0%	32µM*	1%	3%	-2%	-1.4%
CC(=O)Nc1ccc(NS(=O)(=O)C(F)(F)F)cc1	-6%	-0.1%	-7%	1%	1.2%	0%	9%	0%	?	-6%	2.6%

Compound activity deposited in PubChem by National Center for Advancing Translational Sciences (NCATS).
